Assay outcomes (PubChem BioAssay)
hcGAS inh: human cGAS inhibition; Q8N884; recombinant h-cGAS, ATP depletion, Kinase-Glo luminescence; inhibition, % at 12.5 µM; actives 0.081% (n = 290,000);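 note: 0% = vehicle reaction and 100% = reaction without DNA for no activity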
Target sequence (Q8N884 whole entry, looked up): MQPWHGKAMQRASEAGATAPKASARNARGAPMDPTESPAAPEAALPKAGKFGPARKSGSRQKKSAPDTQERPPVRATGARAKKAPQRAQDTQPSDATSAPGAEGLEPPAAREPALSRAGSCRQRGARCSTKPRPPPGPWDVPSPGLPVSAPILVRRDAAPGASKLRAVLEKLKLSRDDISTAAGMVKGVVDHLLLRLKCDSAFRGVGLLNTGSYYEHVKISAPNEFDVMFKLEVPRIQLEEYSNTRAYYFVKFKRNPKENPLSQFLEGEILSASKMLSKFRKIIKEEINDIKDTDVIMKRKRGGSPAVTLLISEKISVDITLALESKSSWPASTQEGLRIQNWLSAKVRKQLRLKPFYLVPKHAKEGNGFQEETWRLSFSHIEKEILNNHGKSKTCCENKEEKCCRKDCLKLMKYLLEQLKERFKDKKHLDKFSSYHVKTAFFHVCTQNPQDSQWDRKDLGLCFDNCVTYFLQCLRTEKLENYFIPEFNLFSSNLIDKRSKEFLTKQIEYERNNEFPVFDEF
mcGAS inh: inhibitors of mouse cGAS. Q8C6L5. recombinant cGAS, Kinase-Glo ATP depletion luminescence. inhibition, % at 12.5 µM. actives 0.15% (n = 160,000). AID 1259399;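 note: 0% = negative control wells and 100% = reference inhibitor with no enzyme activity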
NPYLR7 ag: activates Aedes aegypti NPYLR7 receptor. HEK293T NPYLR7/Galpha15, GCaMP6s calcium fluorescence. activation, % at 10 µM. actives 0.15% (n = 270,000). AID 1259423; in the data active = activation above about 40%;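 note: 0% = vehicle and 100% = reference agonist at the receptor; some compounds past the cut are filed as inactive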
* = called active by the depositor; nt = no result given. Cut-off read from the data, not from the text of the source, unless noted: active = inhibition above about 40%; inactive = the rest.

SMILES | hcGAS inh | mcGAS inh | NPYLR7 ag
COc1ccc(CC(=O)Nc2nnc(SCc3cccc(F)c3)s2)cc1 | -4 | -5 | -7
CN1CCOc2cc(S(=O)(=O)N3C[C@H](N(C)C)C[C@H]3CO)ccc21 | -8 | nt | 3
CC1=C(C(=O)OC(C)C)C(c2ccncc2)n2c(nc3ccccc32)N1 (configuration not stated) | -2 | nt | -9
Cc1ccsc1[C@@H]1CCN(Cc2ncc[nH]2)C[C@H]1O | -3 | nt | 13
CCCSc1nnc2c(n1)OC(C)(CC)Nc1ccccc1-2 (configuration not stated) | 5 | 2 | -4
COc1ccc(N2CC(c3nc4ccccc4n3CC(=O)OC(C)C)CC2=O)cc1 (configuration not stated) | -1 | -5 | 1
COc1ccc(-c2c(C)nn(-c3ccccc3)c2C)c(C(=O)N2CCN(c3ccccn3)CC2)c1 | 1 | nt | -9
NC(=O)C12CCCC(Br)(CCC1)C2 | -1 | nt | 6
Cc1cc(C)n(-c2nc3cc(Cl)c(Cl)cc3n3cnnc23)n1 | -1 | nt | -3
COCC1(C(=O)N(C)Cc2cnn(C(C)C)c2)CCC1 | -1 | -3 | nt
CCCn1c(SC2c3ccccc3-c3ccccc32)n[nH]c1=O | -1 | nt | 0
O=C1/C(=C/c2ccc(Cl)cc2)C=C(c2ccccc2)N1c1ccc(Sc2ccc([N+](=O)[O-])cc2)cc1 | -3 | -4 | -2
Cc1ccc(C=NNC(=S)NC2CCCCC2)o1 | -6 | nt | -8
CCN(CC)CCCC(C)NC(=O)c1ccc(-c2cc(-c3ccc(Cl)cc3)[nH]n2)cc1 (configuration not stated) | -2 | -5 | 22
CCOc1ccc(C(=O)NCc2ccc3c(c2)cc(C)n3C)cc1 | -7 | -10 | 5
Fc1cc(CNCC2CCCn3ccnc32)ccc1N1CCOCC1 (configuration not stated) | -7 | nt | -2
COc1ccccc1OC1CN(C(=O)CNS(C)(=O)=O)C1 | -8 | -12 | nt
O=C(Nc1nnc(SCc2ccc(Cl)c(Cl)c2)s1)C1CC1 | -5 | -3 | -3
Cn1ccnc1CCNS(=O)(=O)c1ccc(Br)cc1Cl | -7 | -17 | 22
CSc1nc(NCC(C)C)c2cnn(CCNC(=O)CC3CCCC3)c2n1 | -6 | -7 | nt
CC(C)CN(CC(C)C)C(=O)COC(=O)c1cc2c(s1)-c1ccccc1OC2 | -7 | nt | 10
O=C1ON=C(c2ccccc2)/C1=C/C=C/c1ccccc1 | -9 | 28 | 0
CCc1c(C)nc2c(-c3ccc(Cl)cc3)c[nH]n2c1=O | -7 | nt | -4
CN(CC1COc2ccccc2O1)c1ccc(S(N)(=O)=O)cn1 (configuration not stated) | -10 | nt | 0
CC(=O)N1CCN(C(=O)C2(C)CCN2Cc2csc3ccccc23)CC1 (configuration not stated) | 0 | -3 | -2
O=c1c(N=Nc2cccc3ccccc23)c(-c2ccccc2)[nH]n1-c1nc(-c2ccccc2)cs1 | 7 | -6 | -4
O=C(NCc1cccnc1-n1cnc2ccccc21)c1ccsc1 | 4 | nt | -7
COc1ccc(-c2ccc(=O)n(CCNS(=O)(=O)c3cc(C)ccc3C)n2)cc1 | -5 | -7 | 2
CC1CC(NC(=O)c2cccc(C(=O)N3CCCC3)n2)CCN1Cc1ccccc1 (configuration not stated) | -9 | nt | 9
COCCn1c(C(C)NC(=O)Nc2cccc(F)c2)nc2ccccc2c1=O (configuration not stated) | -11 | -6 | 7

Arranged by SMILES length (low to high): three of the compounds above.
SMILES | hcGAS inh | mcGAS inh | NPYLR7 ag
CC(C)CN(CC(C)C)C(=O)COC(=O)c1cc2c(s1)-c1ccccc1OC2 | -7 | nt | 10
COc1ccc(-c2ccc(=O)n(CCNS(=O)(=O)c3cc(C)ccc3C)n2)cc1 | -5 | -7 | 2
O=c1c(N=Nc2cccc3ccccc23)c(-c2ccccc2)[nH]n1-c1nc(-c2ccccc2)cs1 | 7 | -6 | -4

Further entries.
SMILES | hcGAS inh | mcGAS inh | NPYLR7 ag
Cc1cc(=O)[nH]c(-n2nc(C)c(CCC(=O)NCc3cccs3)c2C)n1 | -11 | nt | 4
CC(C)c1cccc(C(C)C)c1NC(=O)NC(C(=O)Nc1nnc(-c2ccccc2)s1)C(C)C (configuration not stated) | 3 | -6 | 1
CN(C(=O)c1cnn(-c2cccc(Cl)c2)c1C(F)(F)F)C1CCS(=O)(=O)C1 (configuration not stated) | -8 | nt | 6
CCCC(=O)C1=C(c2ccc(Cl)cc2)N(C(=O)CCC)n2c(C)nnc2S1 | -15 | nt | 7
CCCCS(=O)(=O)NNC(=O)C1C2CCCCC21 (configuration not stated) | -2 | nt | -10
CCOC(=O)CC1COCCN1C(=O)c1cc(C2CC2)[nH]n1 (configuration not stated) | -3 | -14 | 9
CC(C)c1cc(C2CCN(C(=O)CN3CCOC3=O)CC2)[nH]n1 | -3 | nt | 16
CC(Cc1ccc2c(c1)OCO2)CN1CCn2c(nnc2C(=O)NC(C)C)C1 (configuration not stated) | -6 | nt | 5
O=C(NCCN1CCCCC1)C(C1CCCC1)N1CCN(C(=O)c2ccc(C(F)(F)F)cc2)CC1 (configuration not stated) | -2 | -4 | -6
CC(C)N1CCC(C(=O)NC(Cn2ccnc2)c2ccccc2)CC1 (configuration not stated) | -4 | -8 | 16
CC(C)CCn1c(=O)c2c(nc3n2CC(C)CN3c2ccc(Br)cc2)n(C)c1=O (configuration not stated) | -5 | -9 | 5
CCn1c(Cn2cnnc2S(C)=O)nc2cc(F)ccc21 (configuration not stated) | -5 | -13 | 9
CC(NC(=O)c1ccc2c(c1)OCCCO2)c1ccc(Cl)s1 (configuration not stated) | -1 | nt | -4
COc1cccc(C(=O)Nc2c(-c3ccc(C)cc3)nc3cc(C)ccn23)c1 | -4 | -11 | 9
COC1CCCC(C(=O)NCC(=O)N2CCC3(CC2)Nc2ccccc2S(=O)(=O)N3)C1 (configuration not stated) | 3 | nt | 1
NC(=O)c1cccc(CC2CCN(C(=O)Cn3nc4ccccc4n3)C2)c1 (configuration not stated) | 1 | nt | -7
O=C(NC1CCCC[C@H]1N(Cc1ccc(Cl)cc1)C(=O)c1ccccc1)C1CCCN(C(=O)c2cccc(F)c2)C1 (some centres not stated) | -4 | -5 | 27
O=C(Cn1c(=O)cnc2ccccc21)Nc1cc2c(cc1Cl)OCO2 | -14 | nt | 3
CCC1CC(C)CN1C(=O)CC1(CS(C)(=O)=O)CC1 (configuration not stated) | -9 | nt | 0
O=C1CCC(C(=O)N(Cc2ccc(F)cc2)CC2CCCO2)=NN1 (configuration not stated) | -4 | -10 | -1
Cc1ccc(Cn2c(=O)c3c(nc4n(C)c(C)c(C)n34)n(C)c2=O)cc1 | -6 | -8 | 0
CCCCC(=O)N(C)c1c(CC)nc2c(OCc3cccc(Cl)c3)cccn12 | -4 | -2 | 1
C[C@@H]1CN(C2(C(=O)N(C)Cc3cccnc3)Cc3ccccc3C2)C[C@H](C)O1 | -2 | nt | 3
COCCNCC(=O)N1CC(=O)N(c2ccc(F)cc2)C1 | -9 | -6 | -3
Cn1c(N)c(C(=O)Cn2cc[n+](C)c2)c(=O)n(C)c1=O | -4 | nt | -1
Cc1ccc(C)c(NC(=O)c2cccc(CN3C(=O)CSC3=O)c2)c1 | -5 | nt | 0
CCCCSc1nc2c(c(=O)[nH]1)C(c1cccs1)C(C(=O)OCC)C(C)=N2 (configuration not stated) | -10 | nt | -3
COc1ccc(Br)cc1CS(=O)(=O)c1nccn1C | -10 | nt | 15
CCCCCCc1ccc(C(=O)Nc2ccc(N3CCN(c4ccccc4OC)CC3)c(C(=O)N3CCCC3)c2)cc1 | -4 | -5 | 1
CCN(C(=O)CN(c1ccncc1)S(=O)(=O)c1ccccc1)C1=CCCC1 | -3 | nt | 3
O=C(N=Nc1c(O)n(CN2CCOCC2)c2ccccc12)c1cccnc1 | 0 | 2 | 5
CCOCCCN(CC(=O)N(Cc1ccc2c(c1)OCO2)Cc1ccc(C)o1)C(=O)c1cccc(Br)c1 | -1 | -4 | 8
C=CCn1c(N2CCCC(C)C2)nc2c1c(=O)[nH]c(=O)n2C (configuration not stated) | -5 | nt | -5
Oc1oc(-c2cccc3ccccc23)nc1C=Nc1ccc2ccccc2c1 | -4 | nt | 0
CCOC1CC(N(C)c2nccc(-n3cccn3)n2)C1(CC)CC (configuration not stated) | -14 | -18 | 3
Cc1ccc(S(=O)(=O)NC(=O)Nc2nc3ccc([N+](=O)[O-])cc3s2)cc1 | -1 | nt | 2
CCC1CN(CC(O)CN2CCC(C)CC2)CCN1CCOC (configuration not stated) | 6 | nt | -12
Cn1c(=O)oc2ccc(C(=O)N3CCC4(CCCNC4)C3)cc21 (configuration not stated) | -2 | nt | -3
Cc1cc(O)c(C(c2ccccc2)N2CCN(C)CC2)c(=O)n1Cc1cccnc1 (configuration not stated) | -1 | nt | 7
O=c1sc2ccccc2n1Cc1nnc(SCc2cccnc2)n1CCc1ccccc1 | -2 | nt | 5
Cc1ccc(-c2noc(Cn3ccn4nc(-c5ccccc5)cc4c3=O)n2)cc1 | -6 | -8 | -2
Cc1ccccc1-c1onc(C)c1C(=O)N(C)CCc1ccccn1 | -3 | -4 | -1
CC(C)(C)CC(=O)Nc1cc(Cl)ccc1Oc1ccccc1 | -3 | nt | 9
COc1ccccc1CNC(=O)CN(C)C(C)c1nccs1 (configuration not stated) | -6 | nt | 7
O=C(NC1(C(F)(F)F)NC(=O)N(c2ccccc2F)C1=O)C1CCCCC1 (configuration not stated) | -12 | nt | 9
CC1CCCCN1CCCNC(=O)CSc1nc(Cl)cc(N2CCN(C(=O)c3ccccc3Cl)C(C)C2)n1 (configuration not stated) | 1 | 1 | -7
CCCOC(=NCc1ccccn1)NC(=O)c1cccc(OC)c1 | 2 | -1 | -3
CCCCn1c(SC2CCN(C3CC3)C2=O)nc(C)c1C (configuration not stated) | -9 | nt | 4
Cc1ccccc1-n1c(SCC(=O)c2ccc(Cl)cc2)nnc1-c1ccccc1Cl | -4 | -4 | 15
O=C(COc1ccccc1)NC1CCN(c2ccccc2C(=O)N2CCN(C3CCCCCC3)CC2)CC1 | -4 | -6 | 25

Shown with values under each structure: entries from further up
Results follow in this order: hcGAS inh | mcGAS inh | NPYLR7 ag
- Cc1ccc(-c2noc(Cn3ccn4nc(-c5ccccc5)cc4c3=O)n2)cc1
    -6 | -8 | -2
- Cc1ccccc1-c1onc(C)c1C(=O)N(C)CCc1ccccn1
    -3 | -4 | -1
- CC(C)(C)CC(=O)Nc1cc(Cl)ccc1Oc1ccccc1
    -3 | nt | 9
- COc1ccccc1CNC(=O)CN(C)C(C)c1nccs1 (configuration not stated)
    -6 | nt | 7
- O=C(NC1(C(F)(F)F)NC(=O)N(c2ccccc2F)C1=O)C1CCCCC1 (configuration not stated)
    -12 | nt | 9
- CC1CCCCN1CCCNC(=O)CSc1nc(Cl)cc(N2CCN(C(=O)c3ccccc3Cl)C(C)C2)n1 (configuration not stated)
    1 | 1 | -7
- CCCOC(=NCc1ccccn1)NC(=O)c1cccc(OC)c1
    2 | -1 | -3

In the list so far, 2 have a nitro group on carbon:
SMILES | hcGAS inh | mcGAS inh | NPYLR7 ag
O=C1/C(=C/c2ccc(Cl)cc2)C=C(c2ccccc2)N1c1ccc(Sc2ccc([N+](=O)[O-])cc2)cc1 | -3 | -4 | -2
Cc1ccc(S(=O)(=O)NC(=O)Nc2nc3ccc([N+](=O)[O-])cc3s2)cc1 | -1 | nt | 2

Next part.
SMILES | hcGAS inh | mcGAS inh | NPYLR7 ag
O=C(O)c1ccc(CSc2nnc(Cc3ccccc3)n2-c2ccc(F)cc2)cc1 | -2 | -5 | 1
COCCCN(Cc1c(-c2cccc(C)c2)noc1N1CCOCC1)C(=O)C1CCCC1 | -4 | -4 | 5
Cc1cc(=O)[nH]c(-n2nc(C)c(CCC(=O)N3CCCC3)c2C)n1 | -7 | nt | 2
NC(=O)COC(=O)Cc1ccc(Cl)cc1Cl | -6 | -17 | 5
CCCCc1ccc(C(=O)N2CCN(C(C(=O)Nc3ccc(C(C)C)cc3)C3CCCC3)CC2)cc1 (configuration not stated) | -6 | -4 | 2
O=C(Cc1noc2ccccc12)NCCNc1cc(-n2cccn2)ncn1 | -1 | -7 | -10
CCCCOc1c(C(=O)c2c(F)cc(C)cc2F)cnc2n[nH]cc12 | 2 | -2 | -6
C=C(C)COc1ccccc1C(=O)NCC(O)c1nccn1C (configuration not stated) | -8 | -14 | 0
COCC(=O)N(C)CCCCCc1cc(-c2ccccc2)n[nH]1 | -7 | nt | 3
CCCN(C(=O)c1ccc(C)[nH]c1=O)C1C2CCOC2C1(C)C (configuration not stated) | 2 | -2 | -3
CCS(=O)(=O)NC1CCN(c2ccccc2C(=O)N(C)C2CCCCC2)CC1 | -2 | -1 | -1
CCCCCCCC(=O)Nc1c(-c2ccccc2)nc2cc(C)ccn12 | -9 | -9 | -7
CCc1cccc(C)c1NC(=O)NCCS(=O)(=O)Nc1ccccn1 | -11 | nt | 8
COCCCN(Cc1csc(COc2c(OC)cccc2OC)n1)C(=O)C1CCCC1 | -6 | -6 | -2
Cc1ccccc1Oc1ncccc1CNC(=O)Cc1ccsc1 | -5 | -16 | 1
COCn1c2ccc(Cl)cc2c2cc(Cl)ccc21 | -6 | nt | 2
CCS(=O)(=O)Nc1ccc(C(=O)N2CCC(COC)C2)cc1 (configuration not stated) | -4 | nt | -4
C/C(=C/C(=O)OC(C)C(=O)N1CCNC1=O)C12CC3CC(CC(C3)C1)C2 (configuration not stated) | -5 | nt | 1
CNC(=S)N1C(=Nc2ccc(C)cc2C)SCC1C (configuration not stated) | 3 | -5 | 13
COc1ccc(Cl)cc1-c1nc(C=Nc2ccccn2)c(O)o1 | -1 | 2 | 8
O=C(Cc1cccnc1)N1CCOc2ccc(C(O)C(c3ccccc3)c3ccccc3)cc2C1 (configuration not stated) | -6 | -7 | 12
CC(C)Cc1noc(CN(C)CC(O)COCc2ccccc2)n1 (configuration not stated) | -13 | nt | 3
COc1ccc(CN(Cc2ccc(C(C)(C)O)o2)C2CC2)cc1 | -4 | -3 | -2
